HCV inhibitor: qHTS Assay for Inhibitors of Hepatitis C Virus (HCV). 340,000 compounds, 3.4% hits. Huh7.5.1 HCVcc-Cre infection, luciferase reporter, 44 h. Potency, µM (series often up to 41.8 µM), inactives show at the top dose activity change, negative = inhibition, hits mostly inhibitors; note: potency is the fitted concentration of half-maximal effect; % is set by controls: 0 for no effect and ±100 for the full control effect
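Cells (1,000/well) were plated 4 h before compound, then infected with HCVcc-Cre virus (~0.5 moi). After 44 h further culture, infection was read as luciferase luminescence following a 15 min substrate incubation at room temperature.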
Giardia FBPA inh: qHTS Assay for Inhibitors of Fructose-1,6-bisphosphate Aldolase from Giardia Lamblia; Potency, µM (titrated, usually from 59.6 µM), for the others: at the top dose activity, negative = inhibition, hits mostly inhibitors; AID 2451, 2010; 290,000 compounds, 0.71% hits; A8B2U2; purified Giardia FBPA; note: potency is the fitted concentration of half-maximal effect; % is set by controls: 0 for no effect and ±100 for the full control effect; nearly all actives have a fitted effect of over 55% in size
Target sequence (A8B2U2 whole entry, looked up): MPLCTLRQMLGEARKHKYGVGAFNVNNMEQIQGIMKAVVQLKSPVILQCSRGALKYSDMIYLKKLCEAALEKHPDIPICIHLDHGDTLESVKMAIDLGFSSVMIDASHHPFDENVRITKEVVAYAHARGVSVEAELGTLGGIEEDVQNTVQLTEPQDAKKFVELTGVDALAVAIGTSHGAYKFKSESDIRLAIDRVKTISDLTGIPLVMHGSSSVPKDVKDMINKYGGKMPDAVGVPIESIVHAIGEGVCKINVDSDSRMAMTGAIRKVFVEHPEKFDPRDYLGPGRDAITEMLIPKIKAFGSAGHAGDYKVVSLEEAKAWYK
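40 nM FBPA preincubated 10 min at RT with compound (up to 57.5 uM final), then substrate plus GAPDH/TPI/NAD/arsenate coupling and diaphorase/resazurin added. Fluorescence read after 20 min at RT, 525/598 nm.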
Shiga toxin inh: A qHTS for Small Molecule Inhibitors of Shiga Toxin. 290,000 compounds, 9.2% hits. inhibition, % at 38.7 µM. AID 2315, 2010. Vero cells, Shiga toxin protein synthesis inhibition reporter; in the data active = inhibition mostly above about 28%, no sharp cut-off; inactive = mostly below about 43%; note: 0% is about no effect
Pf growth 48h: Primary qHTS for delayed death inhibitors of the malarial parasite plastid, 48 hour incubation | 310,000 compounds, 5.9% hits | P. falciparum luciferase growth in erythrocytes, 48 h | Potency, µM (doses to about 28.7 µM), for inactives: top-dose activity change, negative = inhibition, usual class: inhibitors; note: potency is the fitted concentration of half-maximal effect; % is set by controls: 0 for no effect and ±100 for the full control effect
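Compounds are pin-transferred into medium, infected erythrocytes (2% hematocrit, 0.1% parasitemia final) are added, and plates sit one parasite generation at 37 C in 5% CO2. Detection reagent is then added and luminescence measured.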
Pf growth 96h: Primary qHTS for delayed death inhibitors of the malarial parasite plastid, 96 hour incubation; 320,000 compounds, 6.9% hits; AID 504834, 2011; P. falciparum luciferase reporter growth, 96 h; Potency, µM (highest dose often 28.7 µM), for inactives: at the top dose activity change, negative = inhibition, hits mostly inhibitors; note: potency is the fitted concentration of half-maximal effect; % is set by controls: 0 for no effect and ±100 for the full control effect
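Two parasite generations (96 h, 37 C, 5% CO2) of compound exposure in infected erythrocytes (0.05% parasitemia, 2% hematocrit). Luciferase-reporter P. falciparum; decreased luminescence indicates inhibited growth, aimed at apicoplast-acting delayed death.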
Cycloheximide cs: Cycloheximide Counterscreen for Small Molecule Inhibitors of Shiga Toxin | max response, % | cell reporter, cycloheximide protein synthesis inhibition counterscreen | 300,000 compounds, 12% hits; in the data active = max response mostly above about 13%, no sharp cut-off; inactive = mostly below about 14%; note: read at 38.3 µM for the half of the compounds with a filed dose; 0% is about no effect
* hit, by the source's call; ? = inconclusive; nt = not tested or not shown; & = joins results of further samples; [ ] = dose if it differs, or a comment. Unless noted, calls come from the whole dose curve; as a rule, active = well fitted curve in the direction sought with a large enough effect; inconclusive = small, poorly fitted or top-dose-only effect, or another doubt; inactive = no such curve, though single readings can be large; an effect the other way counts as inactive or inconclusive. This is a random part of the collection; overall some 24% were active at least once.

Results follow in this order: HCV inhibitor, Giardia FBPA inh, Shiga toxin inh, Pf growth 48h, Pf growth 96h, Cycloheximide cs
> COC(=O)c1ccc2c(=O)n(CCCN3CCCC3=O)c(=S)[nH]c2c1
  ?, -5%, -8, 12µM*, -19%, -1
> COc1cccc(NC(=O)NC2(C(=O)N3CCC(O)CC3)CCCCC2)c1
  11%, 1%, -5, 10%, 22%, -4
> CN(C(=O)c1ccc(Br)o1)C1(C)CCS(=O)(=O)C1 (stereo unspecified)
  10%, nt, -8, 35%[activator], ?, 5
> CCOC(=O)N1CCN(S(=O)(=O)c2cc(Br)cc3c2N(C(C)=O)C(C)C3)CC1 (stereo unspecified)
  1%&7%, 26%, -13, ?, 0%, -2
> Cc1ccc(SCC(=O)OCC(=O)N(CC(C)C)C2CCS(=O)(=O)C2)cc1C (stereo unspecified)
  1%, nt, nt, -7%, 40%[activator], nt
> COc1ccccc1OCC(=O)Nc1nnc(-c2ccco2)s1
  -18%, 0%, 35, -16%, 0%, 47*
> COc1cccc(C(=O)NC2CC(C)(C)Cc3c2cnn3-c2cccc(F)c2)c1OC (stereo unspecified)
  ?, 6%, -9, -4%, ?, -1
> O=C(Cn1cc(C(=O)C(F)(F)F)c2cc(Br)ccc21)N1CCOCC1
  -1%, 0%, -9, 0%, 38%[activator], -6
> CC(C)CC(c1nnnn1C1CCCCC1)N1CCN(c2ncccn2)CC1 (stereo unspecified)
  16%, -4%, 21, ?, 73%[activator], -5
> Oc1ccc(-c2csc(-c3cccnc3)n2)cc1O
  -17%, -14%, 61*, 117%[activator], 40%[activator], 54*
> O=[N+]([O-])c1ccccc1S(=O)(=O)Nc1cccnc1
  0%, 11%, 17, 182%[activator], 0%, -1
> COc1ccc(-c2nc(NC(=O)Cn3ccc(C(F)(F)F)n3)sc2C)cc1
  ?, 0%, -6, nt, 13µM*, -3
> COc1ccc(C(=O)Nc2cc(C)c3c(=O)oc4ccccc4c3n2)cc1
  -2%, 0%, -49, 9%, 34%[activator], -1
> Cc1cccc(C)c1-n1nnnc1-c1cnccc1C(F)(F)F
  -4%, 0%, -12, ?, ?, -1
> O=C(COc1ccc(Br)cc1)NCCNC(=O)c1ccccn1
  13%, 2%, -9, 1%, -5%, 1
> Cc1ccc2nc(-c3ccc(NC(=O)CN4CCN(c5ccccn5)CC4)cc3)sc2c1
  -53%, -2%, 90*, 81%[activator], 90%[activator], 29*
> CC(=O)Nc1ccc(C(=O)Nc2ccc(S(=O)(=O)N3CCCCC3)cc2)cc1
  ?, nt, -1, ?, 5%, -4
> CC(NCC1(N2CCOCC2)CCCCC1)C(=O)N1CCc2ccccc21 (stereo unspecified)
  4%&10%, -22%, -9, ?, nt, 2
> CCC(C)NS(=O)(=O)c1ccc(NC(=O)CCC2CCCCC2)cc1 (stereo unspecified)
  13%, 8%, -14, -6%, 28%, 2
> COc1ccc(C(=O)N2CC3(CC(c4cccc(NC(=O)COc5ccc(Cl)cc5)c4)=NO3)C[C@@H]2C(N)=O)cc1 (stereo partly specified)
  -13%, -1%, 26, 10µM*, 12µM*, 8
> CC(C)(C)c1nc(SCC(=O)Nc2nc3c(s2)CCCC3)c2ccccc2n1
  ?, 3%, 4, 1.2µM*, ?, -2
> CC1=NN2C(=N)/C(=C\c3cc(C)n(Cc4ccccc4)c3C)C(=O)N=C2S1
  -5%, 19%, 2, -3%, 44%[activator], -1
> CCc1ccc2c(c1)C(C)=CC(C)(C)N2
  8%, -28%, -5, 1%, nt, -5
> CCn1c(NC(=O)c2ccc(COc3ccc(C)cc3[N+](=O)[O-])o2)nc2ccccc21
  6%, 2%, -13, nt, -21%, -3
> CCNC(=S)N(CCc1cccc(C)c1)Cc1cc2cc(OC)c(OC)cc2[nH]c1=O
  -30%, -1%, -5, ?, -5%, 8
> CN(Cc1ccc(F)cc1)Cc1nc(CCc2ccccc2)no1
  1%, 2%, -10, 16%, 1%, 1
> O=C(Nc1cccc(S(=O)(=O)N2CCCC2)c1)c1cccnc1
  -4%, nt, -31, 3%, 19%, -2
> CCOc1ccc(N(CC(=O)NCc2ccc(Cl)cc2)S(=O)(=O)c2ccccc2)cc1
  7%, -1%, 30, ?, ?, -7
> Nn1c(Cc2cccc3ccccc23)nnc1SCCOc1ccc(F)cc1
  ?, -2%, -5, 7%, -8%, -1
> O=C(O)CC1S/C(=N/N=C/C=C/c2ccccc2[N+](=O)[O-])NC1=O (stereo unspecified)
  12%, 0%, 21, 6%, -11%, -5

A second format for three compounds above:
SMILES	HCV inhibitor	Giardia FBPA inh	Shiga toxin inh	Pf growth 48h	Pf growth 96h	Cycloheximide cs
COc1cccc(NC(=O)NC2(C(=O)N3CCC(O)CC3)CCCCC2)c1	11%	1%	-5	10%	22%	-4
CN(C(=O)c1ccc(Br)o1)C1(C)CCS(=O)(=O)C1 (stereo unspecified)	10%	nt	-8	35%[activator]	?	5
CCOC(=O)N1CCN(S(=O)(=O)c2cc(Br)cc3c2N(C(C)=O)C(C)C3)CC1 (stereo unspecified)	1%&7%	26%	-13	?	0%	-2

(cont.)
Results follow in this order: HCV inhibitor, Giardia FBPA inh, Shiga toxin inh, Pf growth 48h, Pf growth 96h, Cycloheximide cs
> Cc1nc([N+](=O)[O-])cn1CC(=O)c1ccc(Cl)cc1
  16%, 5%, -5, 1%, 3%, 1
> CN1CCN(Cc2c(O)ccc3c(-c4ccccc4)cc(=O)oc23)CC1
  -23%, -4%, -28, -3%, ?, -1
> Cc1ccc(C(=O)N/N=C\c2ccc(OC(=O)c3cccs3)cc2)cn1
  2%, 3%, -15, 25%, 0%, -2
> O=C(NCc1ccccc1)C1=C[C@@H](c2csc3ccccc23)C[C@@H](OCc2ccc(CO)cc2)O1
  ?, -17%, 16, ?, ?, -2
> Nc1c(C(=O)O)nnn1Cc1ccccc1
  13%, 5%, -5, nt, 42%[activator], 2
> COc1cccc(C(=O)Nc2nnc(C3CCCO3)s2)c1 (stereo unspecified)
  4%, -11%, 59*, nt, 87%[activator], 25*
> O=C(NC1CCN(Cc2ccccc2)CC1)C(NS(=O)(=O)c1cccc2nsnc12)c1ccccc1 (stereo unspecified)
  16%, 9%, 2, 23%, 25%, 16
> CC(C)COc1ccc(-c2nnc(-c3ccco3)o2)cc1
  ?, -1%, 37, 117%[activator], ?, 30*
> CCOc1ccc(NC(=O)c2ccc(NC(=S)NC3CCCCC3)cc2)cc1
  ?, 1%, 36, ?, ?, 24*
> Cn1c(SCc2nc3ccccc3[nH]2)nnc1-c1cccnc1
  16%, -16%, 31, 8%, 1.9µM*, 14
> O=C(COc1ccc(Cl)cc1)N/N=C/CCc1ccccc1
  -24%, 4%, 8, -11%, -2%, 3
> C#CCOc1ccc(Br)cc1C(c1c(C)[nH][nH]c1=O)c1c(C)[nH][nH]c1=O
  2%, 11%, -6, 18%, -7%, -2
> COc1cccc(-n2c(N)c(C(=O)Nc3c(C)n(C)n(-c4ccccc4)c3=O)c3nc4ccccc4nc32)c1
  4%, -12%, -11, ?, -23%, 1
> Cc1cccc(-n2ncc3c2CCCC3NC(=O)c2ccc[n+]([O-])c2)c1C (stereo unspecified)
  13µM*, -1%, -5, 14%, ?, -2
> Cc1ccccc1CN1CCN(CC(=O)NCc2ccccc2)CC1
  6%, 0%, -9, -1%, -12%, -1
> CN1CCN(C(=O)c2ccc(-c3ccccc3)cc2)CC1
  1%, -4%, 26, 7%, 0%, 9
> CCCC/C(C)=N/NC(=O)c1cn(-c2ccccc2)nc1-c1ccccc1
  11%, 1%, 4, -11%, ?, 2
> CC/C(=C(\c1ccc(O)cc1)c1ccc(OCCN(C)C)cc1)c1ccccc1
  ?, 6%, -22, nt, nt, -12
> COc1ccc(CNS(=O)(=O)c2ccc(-n3cccn3)cc2)cc1
  ?, 15%, 31, 26%, 12%, -6
> COc1cc(CNc2ccc(NC(C)=O)cc2)ccc1OCc1ccccc1C
  -12%, -7%, 87*, 30%[activator], -2%, 46*
> Cc1ccc(-n2nnnc2SCC(=O)N2c3ccccc3NC(=O)C2(C)C)cc1
  ?, 1%, -4, ?, ?, -2
> CCCc1[nH]c(=O)c(C#N)c2c1COC(C)(C)C2
  14%, 4%, -12, nt, 1.7µM*, -4
> COc1cc(NC(=O)Cn2cnc(S(=O)(=O)N3CCc4ccccc43)c2)cc(OC)c1OC
  -5%, 4%, 12, ?, 5%, 10
> COc1ccc(CN2C(=NC(=O)C3CCCO3)SC3CS(=O)(=O)CC32)cc1 (stereo unspecified)
  -4%, -4%, -7, 1%, 40%[activator], 1
> CN=C1SC(CC(=O)Nc2ccccc2F)C(=O)N1C (stereo unspecified)
  9%, 5%, 7, 16%, 10%, 2
> COc1ccc2cc(CCNC(=O)c3ccc4c(c3)OCO4)c(=O)[nH]c2c1
  -4%, 13%, -3, ?, 10µM*, -1
> COc1ccccc1CCC(=O)Nc1nc2ccccc2[nH]1
  ?, -1%, 69*, 85%[activator], nt, 40*
> COC(=O)C1=C(COc2ccc(C=O)cc2OC)NC(=O)NC1c1cc(C)ccc1C (stereo unspecified)
  29%, -1%, -11, 0%, 28%, -1
> CCCCCCCCCCCCCC(=O)O[C@@H]1[C@@H](C)[C@@]2(O)[C@@H](C=C(CO)C[C@]3(O)C(=O)C(C)=C[C@@H]23)[C@@H]2C(C)(C)[C@]12OC(C)=O
  nt, -22%, 4, nt, nt, 12
> COc1ccc(C2SCC(=O)Nc3c2c(C)nn3-c2ccccc2)cc1OC (stereo unspecified)
  14%, 4%, -13, -2%, 14%, -3
> CC(C)(C)c1ccc(-c2n[nH]c(=S)n2Cc2ccccc2)cc1
  7%, 17%, -11, -8%, ?, 6
> COC(=O)CN(c1ccc(OC)cc1OC)S(=O)(=O)c1ccccc1[N+](=O)[O-]
  8%, 2%, -5, 0%, 4%, -3
> Cc1cc(C)cc(N(CC(=O)Nc2ccc(C)cc2Cl)S(=O)(=O)c2c(C)[nH]c(=O)[nH]c2=O)c1
  13%, nt, 10, ?, ?, -6
> CC(=Nc1c(C)n(C)n(-c2ccccc2)c1=O)c1c(O)n(Cc2ccccc2)c(=O)[nH]c1=O
  7%, -6%, -9, -3%, -9%, -4
> COc1ccc(C2CC(=O)c3ccccc3O2)cc1 (stereo unspecified)
  3%[8.37 µM], -1%, 25, 301%[activator], 239%[activator], 41*
> CCN1/C(=C\c2ccc3ccccc3[n+]2CC)Sc2cc(C)ccc21
  ?, 4%, -7, 1.2µM*, ?, 1
> COc1ccc(-c2cc(C(=O)Nc3ccc(OC)c(OC)c3)no2)cc1
  -1%, 8%, -5, 27%, ?, 0
> COc1ccc(CC(=O)Nc2ccc(S(=O)(=O)Nc3nccc(C)n3)cc2)cc1
  4%, 5%, -6, nt, 20%, -3
> O=C(Nc1cccc(-c2nc3cc(Cl)ccc3o2)c1)C1CCCO1 (stereo unspecified)
  ?, 0%, 47, 178%[activator], nt, 14*
> CCOc1cc(/C=C/c2ccc3cccc([N+](=O)[O-])c3n2)cc(Cl)c1O
  ?, -6%, 22, 9.3µM*, ?, 11*
> O=c1[nH]nc(-c2ccc(NCCCO)c([N+](=O)[O-])c2)c2ccccc12
  5%, -1%, -4, 0%, 34%[activator], -2
> O=c1[nH]c(=O)n(CCC2=CCCCC2)c(O)c1C=NCc1cccnc1
  10%, 5%, 3, 8%, 1%[5.75 µM], 2
> Cn1cccc1-c1cc(C(=O)N2CCc3c([nH]c4ccccc34)C2c2ccccn2)[nH]n1 (stereo unspecified)
  -25%, -5%, -20, ?, 0%, -2
> CCOC(=O)c1c(N)sc(C(N)=O)c1C
  11%, 2%, -1, 14%, 0%, -3
